High-throughput results (PubChem BioAssay)
HSF1 activator: increases HSF-1 driven luciferase reporter signal; NIH3T3-HGL HSF-1 luciferase reporter, MG132, 8 h; 100% = twice DMSO control signal; activation, % at 9 µM; 300,000 compounds, 1.7% hits; AID 504408;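 active = mean replicate activation of at least 50% with a set share of replicates each reaching 50%; inconclusive = only one of those two conditions met; inactive = mean below 50% and too few replicates reaching it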;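 note: 0% = median of the neutral control wells and 100% = twice that signal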
HSF1 inhib: HSF1 inhibition. 300,000 compounds, 0.77% hits. NIH3T3-HGL HSE-luciferase, MG132-induced, luminescence 8 h; hits give low values. activity change, negative = inhibition, % at 7.5 µM (by protocol). AID 2098;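 active = more than half of replicate wells show activity change below -50%, luminescence cut by over half; inconclusive = some wells, but at most half, below -50%; inactive = no replicate well below -50%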;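 note: luciferase reports HSF-1 transcriptional activity via heat shock element; 0% = median of DMSO wells and -100% = zero luminescence signal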
HDAC3 inh: human HDAC3 inhibition | recombinant HDAC3, fluorogenic peptide/trypsin coupled, fluorescence | inhibition, % at 8.3 µM | 320,000 compounds, 0.15% hits | AID 2718; in the data active = inhibition above about 26%, passing the limit was not always enough; inconclusive = no clear call, values can overlap the other calls
Target sequence (O15379 whole entry, looked up): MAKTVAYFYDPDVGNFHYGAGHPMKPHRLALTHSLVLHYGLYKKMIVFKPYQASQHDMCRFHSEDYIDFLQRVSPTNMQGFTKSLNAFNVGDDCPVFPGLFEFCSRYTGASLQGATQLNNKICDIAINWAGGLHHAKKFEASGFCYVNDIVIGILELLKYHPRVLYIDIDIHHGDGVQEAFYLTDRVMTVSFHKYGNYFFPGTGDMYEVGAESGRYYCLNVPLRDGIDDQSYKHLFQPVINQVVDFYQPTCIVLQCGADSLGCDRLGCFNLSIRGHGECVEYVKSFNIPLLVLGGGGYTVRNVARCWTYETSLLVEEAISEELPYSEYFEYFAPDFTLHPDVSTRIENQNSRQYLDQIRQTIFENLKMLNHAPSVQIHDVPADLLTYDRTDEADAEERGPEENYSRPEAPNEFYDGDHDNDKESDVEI
KLF5 inh: inhibitors of KLF5 expression | 290,000 compounds, 0.23% hits | inhibition, % at 5 µM | DLD-1 KLF5 promoter-luciferase reporter, luminescence;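 active = inhibition above a per-plate limit of that plate's mean compound inhibition plus 3 SD, cut at about 60% in these data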;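 note: 0% = DMSO wells and 100% = LY294002 at 200 µM; higher means less KLF5 promoter-driven luciferase light; inactives centre near -14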
HSP90 refold inh: HSP90 refolding inhibition in rabbit reticulocyte lysate; luciferase refolding luminescence, 3 h; AID 1789; inhibition, % at 5.6 µM; 290,000 compounds, 0.91% hits;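 active = inhibition above the screen-wide mean plus 3 SD, computed separately per campaign, cut at about 16% in these data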;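 note: 0% = DMSO wells and 100% = 60 µM geldanamycin wells; inhibitors lower the luminescence because luciferase stays unfolded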
aSyn UTR inh: MLPCN primary screen, SNCA 5' untranslated region; alpha-synuclein 5'UTR reporter, inhibitor activity; 300,000 compounds, 0.82% hits; inhibition, % (tested at 7.5 µM); in the data active = inhibition above about 60%; inconclusive = no clear call, values can overlap the other calls;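 note: H4 neuroglioblastoma cells stably carrying SNCA 5'UTR luciferase fusion; 0% = DMSO wells and 100% = positive control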
AI-2 QS mod: modulators of Vibrio harveyi AI-2 quorum sensing system | Vibrio harveyi JMH597 AI-2 luminescence/OD600 ratio, 9 h; hits give low values; strain lacks LuxN and CqsS sensors; 0 = neutral-control median | activity change, % at 7.5 µM | 300,000 compounds, 0.4% hits | AID 2094; in the data active = activity change below about -75%, passing the limit was not always enough; inconclusive = no clear call, values can overlap the other calls;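 note: luminescence divided by OD600 gain over 9 h not by final OD600 alone; inactives centre near 13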
Platelet DG rel: modulates dense granule release in human platelets; human platelet-rich plasma, SFLLRN dense granule ATP release, luminescence; inhibition, %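 (compounds screened at 7.5 µM in platelet-rich plasma)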; 300,000 compounds, 0.22% hits; AID 1663;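 active = mean replicate score, as percent of positive control, at or above 50; inconclusive = mean below 50 but at least one replicate at or above 50; inactive = mean and every replicate below 50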
HIF activator: HIF pathway transcriptional activation; U2OS HRE-luciferase reporter, luminescence; normalized: DMSO 0%, desferrioxamine 100%; activation, % at 7.5 µM (by protocol); 300,000 compounds, 0.32% hits;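 active = mean activation of at least 10% of the iron chelator positive control signal, with at least half of replicates also reaching 10%; inconclusive = mean and replicate majority disagree about reaching 10%; inactive = mean and most replicates under 10%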
IEC-6 cytotox: kills IEC-6 intestinal cells in KLF5 counter-screen | inhibition, % at 5 µM | 290,000 compounds, 0.78% hits | IEC-6 cytotoxicity, luminescence viability; in the data active = inhibition above about 22%;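 note: 0% = plate median of test compound wells and 100% = cytotoxic reference compound wells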
* = called active by the depositor; ? = inconclusive; · = not tested or not shown.

SMILES	HSF1 activator	HSF1 inhib	HDAC3 inh	KLF5 inh	HSP90 refold inh	aSyn UTR inh	AI-2 QS mod	Platelet DG rel	HIF activator	IEC-6 cytotox
Cc1cc(C)c(NC(=O)c2ccc3c(c2)CCN3S(C)(=O)=O)c(C)c1	7	1	2	-10	0	-11	14	-1	-1.4	2
COC(=O)c1ccc(Cn2cnc3c(sc4nc(N5CCOCC5)c5c(c43)CCCC5)c2=O)o1	6	-2	4	-34	-1	8	31	9	-0.7	-2
O=Cc1sc(=O)n(Cc2cccc(C(=O)O)c2)c1Cl	-18	-4	6	-45	-1	20	?	1	0.0	-9
CC(C)Oc1cccc(-c2cc(C(=O)NN3CCOCC3)c3ccccc3n2)c1	-9	2	3	-4	5	8	-5	-7	0.9	3
Cc1[nH]nc(SCC(=O)NCc2ccc(Cl)cc2)c1[N+](=O)[O-]	-15	-6	3	4	4	21	17	-5	-0.4	0
COc1ccc(OC)c(C2NC(=O)NC(C)=C2C(=O)OC2CCCCC2)c1 (stereo unspecified)	24	9	1	-24	0	-16	2	-4	-1.2	-3
CCN(CC)S(=O)(=O)c1ccc2c(c1)C(=NO)c1cc(S(=O)(=O)N(CC)CC)ccc1-2	32	18	-14	2	1	115*	15	7	-3.1	7
CN1/C(=C\C(=O)c2oc3ccccc3c2N)C(C)(C)c2ccccc21	27	8	2	-38	-2	-22	11	-1	0.9	-6
O=C(O)C[C@H]1c2cc(F)ccc2S(=O)(=O)N1C1CCN(Cc2ccccc2)CC1	-1	0	-1	·	·	-9	22	2	0.0	·
CC(=O)N1CC(C)Sc2ccc(S(=O)(=O)N3CCCCC3)cc21 (stereo unspecified)	3	-4	2	-21	-2	0	13	3	0.3	-3
CC(N=Cc1nc(-c2ccccc2)oc1O)c1ccccc1 (stereo unspecified)	21	5	3	-60	3	-36	8	2	3.4	-5
COc1ccc(CNC(=O)c2cnn3c(C(F)F)cc(C)nc23)cc1OC	15	2	4	-5	-6	23	11	33	-0.4	2

Some entries already given, showing only aSyn UTR inh.
structure | aSyn UTR inh
COc1ccc(CNC(=O)c2cnn3c(C(F)F)cc(C)nc23)cc1OC | 23
O=Cc1sc(=O)n(Cc2cccc(C(=O)O)c2)c1Cl | 20

The list goes on:
SMILES	HSF1 activator	HSF1 inhib	HDAC3 inh	KLF5 inh	HSP90 refold inh	aSyn UTR inh	AI-2 QS mod	Platelet DG rel	HIF activator	IEC-6 cytotox
O=C(c1ccco1)N1CCN(c2ncnc3c2[nH]c2ccccc23)CC1	-5	-5	·	-13	2	16	12	-2	0.4	3
COc1cc(-c2cc(-c3ccc(O)cc3)nc(N)c2C#N)ccc1O	22	10	0	-19	-1	-56	6	3	0.5	2
Cc1nc2ccccc2c(=O)n1NC(=O)c1ccccc1[N+](=O)[O-]	-5	-5	-1	10	0	-6	25	9	0.1	-7
O=C(N/C(=C/c1ccco1)C(=O)N1CCCCC1)c1cccs1	5	-7	1	1	1	12	·	1	0.0	-4
CCc1ccc(CNC(=O)C2CCCN(S(=O)(=O)N3CC(C)CC(C)C3)C2)cc1 (stereo unspecified)	18	0	-2	-16	0	4	2	5	-0.1	0
C/C(CCC1CC(C)OC1=O)=N\NC(N)=O (stereo unspecified)	-10	-5	?	-2	5	-18	8	8	-0.2	1
COc1cccc(C(=O)CC(=O)C(=O)Nc2ccc([N+](=O)[O-])cc2C)c1	38	5	7	-20	1	12	21	0	0.0	2
COc1cccc(N2CCN(C(=O)c3cccn4c(=O)c5c(C)c(C)sc5nc34)CC2)c1	6	6	3	-2	1	19	6	6	0.0	-1
Cc1cc(OC(=O)c2ccc(S(=O)(=O)N3CCCC3)cc2)c([N+](=O)[O-])c(=O)[nH]1	2	-11	-14	-34	0	10	23	-12	-0.3	1
CCCC(C)C(=O)Nc1ccc(C(N)=O)cc1 (stereo unspecified)	-11	-12	-5	2	0	-3	10	1	0.0	2
Cc1ccccc1-c1n[nH]c(=S)n1/N=C/c1c(C)nn(-c2ccccc2)c1C	11	0	-4	3	1	59	30	-3	0.1	-3
COc1ccc(Br)cc1C1Nc2ccccc2C(=O)N1NC(=O)c1ccncc1 (stereo unspecified)	9	3	-3	-6	-1	18	14	1	-0.4	5
COc1ccc(-c2noc(CCC(=O)NCCN3CCN(c4ccccc4F)CC3)n2)cc1	14	5	-1	-16	-2	3	8	-13	-0.5	2
O=C(CN=C1NC(=O)C(c2ccccc2)(c2ccccc2)N1)NCc1ccc(F)cc1	6	8	8	-6	-1	7	11	13	-0.7	1
COc1ccc2c(c1)c(=O)c(Br)c(C)n2Cc1ccccc1	-5	-6	0	-30	-4	17	20	-2	0.0	0
O=C(NCCN1C(=O)S/C(=C\c2cccs2)C1=O)c1ccc(=O)[nH]c1	11	2	9	1	4	-35	24	4	0.7	11
CCOc1ccc(N(C(=O)c2snc(C(N)=O)c2N)C(C(=O)NC2CCCC2)C(C)C)cc1 (stereo unspecified)	2	-1	-2	0	4	2	-20	9	0.3	1
Cc1cccc(C(=O)OCC(=O)N(CC(C)C)c2c(N)n(Cc3ccccc3)c(=O)[nH]c2=O)c1O	14	4	-4	·	·	15	25	2	-3.7	·
Cc1ccccc1-n1nc2c(c1NC(=O)c1c(-c3ccccc3Cl)noc1C)CS(=O)(=O)C2	26	6	-3	7	-2	-21	10	6	0.1	-8
CNC(=O)CN(Cc1ccccc1)S(=O)(=O)c1ccc(Cl)cc1	0	-5	0	-25	-2	19	9	5	0.7	-1
COc1ccc(Cc2nc(-c3ccc(-n4cccc4)cc3)no2)cc1OC	-7	1	12	20	0	12	-1	0	0.1	-2
CC(=O)c1sc(N/N=C/c2ccc(C(C)C)cc2)nc1C	60*	28	7	-149	-5	-149	21	4	3.1	0
CN1C(=O)/C(=C/c2ccccc2OCc2ccc(F)cc2)N(C)C1=S	-22	-2	-2	17	7	-20	16	-4	-0.3	9
CCN(CC)c1ccc(C(=O)OCC(=O)N2CCN(c3ccccc3)CC2)cc1	0	-7	-4	-4	5	7	10	-10	-0.7	4
COc1cccc(C(=O)NCC(c2ccco2)N2CCOCC2)c1 (stereo unspecified)	-3	-4	2	·	·	9	10	2	1.6	·
CCOC(=O)c1ccc(Nc2nc(N3CCOCC3)nc(N3CCOCC3)n2)cc1	7	5	-3	-18	-2	3	5	-16	0.0	-7
COc1ccc(C2C(C(=O)c3sc(C)nc3C)=C(O)C(=O)N2CCN(C)C)cc1 (stereo unspecified)	6	-3	4	-17	2	5	6	-2	-0.1	5
CCOc1ccc(S(=O)(=O)N/N=C(\C)C2CCCCC2)cc1	13	5	0	-9	-2	-1	10	9	-0.1	5
CCOC(=O)N1CCC(Nc2c(NCCCN3CCN(c4ccc(OC)cc4)CC3)c(=O)c2=O)CC1	-12	-5	-3	-9	1	11	14	2	-0.5	3
CC(=O)c1ccc(NC(=O)c2cnsn2)cc1	31	9	0	-76	6	-61	14	4	-0.9	-4
COc1ccc(C2SCCN2S(=O)(=O)c2ccc(NC(C)=O)cc2)cc1 (stereo unspecified)	-7	-1	4	-22	5	-28	22	1	-0.5	0
Cc1ccc(NC(=O)COC(=O)Cc2cccs2)c(Br)c1	-3	-3	1	-12	2	-10	5	-5	-0.1	9
Cc1ccccc1N=C1NN=C(c2ccccc2F)CS1	-9	-23	0	-45	9	-171	27	1	1.8	0
CCC(C)N(C(=O)COc1ccccc1C#N)C1CCS(=O)(=O)C1 (stereo unspecified)	-8	0	2	·	·	5	16	-3	-0.5	·
C=CCN1N=C(/C=C/c2ccc(C)cc2)CCC1=O	42	27	12	-48	4	-89	20	-4	4.4	-6
CS(=O)(=O)N1CC(C(=O)NC2CC2)Oc2ccc(Cl)cc21 (stereo unspecified)	-28	-21	-6	-8	-2	2	0	-5	0.5	-1
C=C(C)c1cccc(C(C)(C)NC(=O)NC2CCCC2)c1	18	8	3	-17	-1	16	1	7	-0.2	6
O=c1[nH]c(NCc2ccco2)nnc1Cc1ccccc1Cl	6	-2	7	18	-2	9	-8	-3	3.1	22*
O=C(CSC(=S)N1CCOCC1)c1ccccc1	35	-3	4	-94	34*	33	22	5	-0.7	3
CCn1c(=O)c2cc(S(=O)(=O)NCCOc3ccccc3)ccc2n(CC)c1=O	-9	-2	3	0	3	-24	25	-1	-0.2	0
O=C(O)C1CC(=O)N(c2ccc(OCc3ccc(Br)cc3)cc2)C1 (stereo unspecified)	8	-1	4	-22	0	6	30	2	-0.9	-4
Cn1nnnc1SCc1ccc(C(=O)Nc2ccc(Br)cc2)cc1	11	16	-4	-34	-1	-186	1	2	2.8	7
Cc1cc(OCCCCCNCCO)ccc1Cl	27	4	3	-10	-1	-51	-10	11	1.3	10
Cn1cc(CN2CCC(C(O)c3cccs3)CC2)c(-c2cccc(Cl)c2)n1 (stereo unspecified)	-9	-1	-3	14	4	-3	16	6	-1.1	0
COc1ccc(S(=O)(=O)N2CCCCCC2)cc1C(=O)N1CCN(c2ccccc2O)CC1	3	1	0	·	·	-6	·	-10	0.2	·
Cc1ccc(S(=O)(=O)c2ccc(Cl)cc2)cc1S(N)(=O)=O	-22	-5	-3	-9	2	-12	40	8	-0.9	-2
O=C(CCc1ccccc1)NCCSCc1c(F)cccc1Cl	-11	-5	-3	13	-5	12	18	-6	-1.1	0
CCCCCCS(=O)Cc1ccccc1 (stereo unspecified)	2	5	6	-11	9	-17	10	-4	0.1	-5
COCC(C)n1c(COc2ccccc2F)nnc1SCC(=O)c1c(N)n(C)c(=O)n(C)c1=O (stereo unspecified)	-13	0	2	-7	2	10	15	-28	0.0	-4
O=C(O)c1cc2cc(Oc3ccccc3)ccc2[nH]1	-1	-2	1	-16	0	28	16	-2	-2.0	11
O=c1cc(CCl)[nH]c2nc3ccccc3n12	10	-5	·	-7	1	1	35	6	-0.2	-4
CN(Cc1ccccc1)C(=C(Cl)Cl)C(=C1NCCN1)[N+](=O)[O-]	-5	-3	-2	-3	2	-7	12	1	-0.2	5
COc1ccc(C(=O)NNC(=O)C(=O)N2CCCCC2)cc1OC	7	0	6	-17	3	13	7	-1	-0.3	0
CCOc1ccc(Cl)cc1S(=O)(=O)n1nnc2ccccc21	11	3	3	-43	-7	-5	23	2	-1.1	-5
CCOc1ccccc1NC(=O)COc1ccc2c(c1)OCO2	10	11	0	-20	1	-21	4	1	14*	7
CC1(C)Cc2c(c(=S)nc(-c3ccccc3)n2CCN2CCOCC2)CO1	44	10	11	-2	-1	-4	-1	-1	-0.2	-2
CCC(C)c1c(O)nc(SCC(=O)c2ccccc2)[nH]c1=O (stereo unspecified)	-9	3	33*	-9	4	-24	11	2	1.0	1
Cc1cccc(/C=N\N=C\c2cccc(C)c2)c1	17	-2	3	-51	-5	-41	9	-1	-18	8
Cc1cc(C)n(C(=O)CNC(=O)/C=C/c2ccccc2)n1	-5	-1	-5	-3	3	-6	23	2	-0.7	-3
